ALOX12 inh: Primary qHTS assay for inhibitors of human arachidonate 12S-lipoxygenase (ALOX12): Round 2. Polyunsaturated fatty acid lipoxygenase ALOX12 (Homo sapiens), P18054. purified 12hLO, xylenol orange hydroperoxide absorbance. Potency, µM (titrated, usually from 108 µM), inactives show at the top dose activity change, negative = inhibition, actives largely listed as inhibitors. actives 1.1% (n = 580,000). AID 1671190, 2021; active = well fitted inhibition curve with a large enough effect; inconclusive = small, poorly fitted or top-dose-only effect, or another doubt; inactive = no such curve, though single readings can be large or run the other way
Target sequence (P18054 whole entry, looked up): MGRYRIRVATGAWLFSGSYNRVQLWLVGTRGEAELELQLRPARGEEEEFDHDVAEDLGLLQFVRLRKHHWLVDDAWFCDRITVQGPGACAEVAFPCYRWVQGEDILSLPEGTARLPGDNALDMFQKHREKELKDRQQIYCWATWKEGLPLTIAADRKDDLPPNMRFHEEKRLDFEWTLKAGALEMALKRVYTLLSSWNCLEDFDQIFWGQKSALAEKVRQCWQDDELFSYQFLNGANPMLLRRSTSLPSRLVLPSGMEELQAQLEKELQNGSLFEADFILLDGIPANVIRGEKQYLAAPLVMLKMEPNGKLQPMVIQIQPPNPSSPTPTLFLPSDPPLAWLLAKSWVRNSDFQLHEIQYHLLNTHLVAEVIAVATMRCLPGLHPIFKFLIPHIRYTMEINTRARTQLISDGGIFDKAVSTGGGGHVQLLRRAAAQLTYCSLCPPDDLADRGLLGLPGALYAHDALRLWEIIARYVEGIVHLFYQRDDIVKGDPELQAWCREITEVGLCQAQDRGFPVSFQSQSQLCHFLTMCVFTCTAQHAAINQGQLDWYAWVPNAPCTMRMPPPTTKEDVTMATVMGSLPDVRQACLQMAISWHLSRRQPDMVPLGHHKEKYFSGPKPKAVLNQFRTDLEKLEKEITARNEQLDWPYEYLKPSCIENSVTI
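Hydroperoxide product was detected by ferrous iron/xylenol orange as the 573 to 405 nm absorbance ratio. Arachidonic acid at 40 uM (final) was turned over for 30 min at room temperature by 150 nM human 12hLO, pH 7.0 Hepes buffer, after 15 min compound preincubation.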
* = called active by the depositor; u = inconclusive; [ ] = another dose, or the depositor's remark. % is set by controls: 0 for no effect and ±100 for the full control effect; potency is the fitted concentration of half-maximal effect. These rows are one share of the data (hit frequency here may not be typical).

SMILES | ALOX12 inh
COc1ccc(C2(C(=O)N3c4ccccc4CC3c3noc(C4CCOCC4)n3)CC2)cc1 (stereo not drawn) | 23%
O=C(CC12CC3CC(CC(C3)C1)C2)NCC(=O)OCC(=O)N1CC(=O)Nc2ccccc21 | -48%
Cc1cccc(C2CCCN2C(=O)c2cc(-c3ccco3)on2)c1 (stereo not drawn) | -28%
O=C(Nc1cccc(Cl)c1)c1c(-c2ccc(F)cc2)nc2n1CCS2(=O)=O | 0%
O=C(NC1CCCC1)C(Cc1ccccc1)NS(=O)(=O)c1ccc(Br)s1 (stereo not drawn) | u
O=C(CCc1cc2n(n1)CCCNC2)NC1CCCN(c2ncccn2)C1 (stereo not drawn) | u
COc1ccc(C(C(=O)O)N2CCCN(c3ccc(F)cc3)CC2)cc1F (stereo not drawn) | 13%
CC1CCc2[nH]c3ccc(C(=O)Nc4ccc(F)cc4)cc3c2C1 (stereo not drawn) | 9%
C=CCN(CC=C)C(=O)c1cc(-c2ccc(OC)cc2)nc2ccccc12 | 7%
O=C(COc1ccccc1)N1CCC(c2noc(-c3ccncc3)n2)C1 (stereo not drawn) | 10%
O=C(NC1CCN(c2cc(-c3cccs3)[nH]n2)CC1)c1cc(Cl)ccc1F | 1%
Cc1cc(C(=O)N2CCC3(CC2)CC(C(=O)N2CCOCC2)N(C)C3)nn1C (stereo not drawn) | 66%[activator]
COc1ccc(N2CCN(C3CCCN(CC4CC4)C3)CC2)cc1 (stereo not drawn) | 62%[activator]
COc1nccc(N2CCC(CC(=O)NCc3cccc(C(F)(F)F)c3)CC2)n1 | 42%[activator]
C[N+](C)(C)CC(=O)c1ccc2c(c1)OCCCO2 | 20%
O=C(NCCCc1ccccc1)c1cc(=O)[nH]c2ccccc12 | -3%
Cn1c(=O)n(C)c2cc(S(=O)(=O)c3ccc(F)cc3)c(NC(=O)Cc3ccccc3Cl)cc21 | -15%
Cn1c(Cn2ccnc2)nnc1C1CCCN(C(=O)Cc2ccccc2F)C1 (stereo not drawn) | 23%
CCc1ccccc1NC(=O)c1nn(C)c(=O)c2ccccc12 | 1%
CN(Cc1ccccc1)c1ncnc2c1CCN(C(=O)C1CCC1)CC2 | 44%[activator]
CCCCn1nc(C(=O)Nc2ccc(OC)c(OCCOC)c2)c2ccccc2c1=O | 24%
COC[C@@H]1CN(S(=O)(=O)c2ccc3c(c2)CCCC3)C[C@H]1C(N)=O | 1%
COCCNC(=O)[C@H]1CCC[C@H]1NC(=O)c1ccc(OC)cc1 | 5%
COc1ccc(CNC[C@H]2O[C@H](Cc3cc(-c4ccccc4)on3)CC[C@@H]2O)cc1 | 0%[176 µM]
Cn1cc(S(=O)(=O)N2CCC(C(=O)Nc3cccc(F)c3)CC2)cc1C(N)=O | 0%
CC(C)C[C@@H]1N[C@H](C(=O)NCc2ccccc2)Cc2cn(Cc3cccnc3)c3cccc1c23 | 32%[activator]
O=C(NCCc1ccccn1)c1ccc(F)cc1 | -23%
CC(=O)c1ccc(-c2ccccc2C2=CC(=O)CC(C)(C)C2=O)cc1 | u
O=C(CCc1cc(Cl)no1)Nc1ccc2oc(-c3ccc(Cl)cc3)cc(=O)c2c1 | -19%
C=C(C)COc1ccc2cc(-c3ccc(OC)cc3OC)c(=O)oc2c1 | 9%
CCCCN(CC)c1nc(-c2ccc([N+](=O)[O-])cc2)nc2ccccc12 | u
COc1ccc(-c2cc(N3CCCN(C(=O)CCc4ccccc4)CC3)n[nH]2)cc1 | 53%[activator]
O=C1NC(C(=O)NCc2ccc(Cl)cc2)Cn2cccc21 (stereo not drawn) | -2%
O=C(COC(=O)C1CCOCC1)c1ccc[nH]1 | 2%
COc1ccc(-n2[nH]c(-c3ccc(OC)c(OC)c3)cc2=O)cc1 | 1%
CN1CCOc2c(C(=O)NCCN3CCNC3=O)cc(-c3cccc4[nH]ccc34)cc21 | -6%[176 µM]
COC[C@H]1C[C@@H](NS(C)(=O)=O)[C@H](O)[C@@H]1O | 38%[activator][176 µM]
O=c1c2nc(-c3ccccc3F)ccc2ncn1Cc1ccccn1 | 31%[activator][176 µM]
O=C(/C=C/c1ccc(Cl)c(Cl)c1)c1ccc(OC(F)F)cc1OC(F)F | -58%
C[C@H]1CN(c2ccc(N3CCN(C(=O)OC(C)(C)C)C[C@@H]3C)cc2C#N)CCN1Cc1ccccc1 | -11%
O=C(Nc1c(C(=O)NC2CCCCC2)cnn1-c1ccccc1)c1ccccc1 | -24%
CCC(C)NC(=O)c1ccccc1NS(=O)(=O)c1c(F)cccc1F (stereo not drawn) | -8%
c1ccc(Nc2ccc(NCCc3c[nH]c4ccccc34)cc2)cc1 | u
COC(=O)C1=C(C)C(C(C)=O)(C(=O)OC)NC(C)=C1c1ccccc1Cl (stereo not drawn) | u
CN(Cc1cccnc1)C(=O)[C@H]1CN(Cc2ccccc2)C[C@H]1C(=O)O | u

A portion taken from the entries so far:
SMILES | ALOX12 inh
COC(=O)C1=C(C)C(C(C)=O)(C(=O)OC)NC(C)=C1c1ccccc1Cl (stereo not drawn) | u
CN(Cc1cccnc1)C(=O)[C@H]1CN(Cc2ccccc2)C[C@H]1C(=O)O | u

Looked up by structure from the list above (six):
SMILES | ALOX12 inh
O=C(Nc1c(C(=O)NC2CCCCC2)cnn1-c1ccccc1)c1ccccc1 | -24%
CN1CCOc2c(C(=O)NCCN3CCNC3=O)cc(-c3cccc4[nH]ccc34)cc21 | -6%[176 µM]
O=C(COC(=O)C1CCOCC1)c1ccc[nH]1 | 2%
C[C@H]1CN(c2ccc(N3CCN(C(=O)OC(C)(C)C)C[C@@H]3C)cc2C#N)CCN1Cc1ccccc1 | -11%
CCCCN(CC)c1nc(-c2ccc([N+](=O)[O-])cc2)nc2ccccc12 | u
COc1ccc(-n2[nH]c(-c3ccc(OC)c(OC)c3)cc2=O)cc1 | 1%

Carrying on:
SMILES | ALOX12 inh
O=C1CCN(Cc2ccncc2)CCCC(C(=O)NCc2ccc(F)cc2)CCN1 (stereo not drawn) | 38%[activator]
Cc1c(Cn2cc(-c3cncnc3)nn2)oc2ccccc12 | 19%
NCCO[C@H]1C[C@@H](O)C12CCN(S(=O)(=O)c1cccnc1)CC2 | u
Cc1cccc(C(=O)N2CCCC(c3nc4ccccc4[nH]3)C2)c1 (stereo not drawn) | u
C=CCc1c(C)[nH]c2c(C)cccc2c1=S | -5%
COc1ccc(Cc2nc3c4c(C)c(C)n(CCO)c4ncn3n2)cc1OC | 5%
CCOc1ccccc1NC(=O)c1ccc(C)c(S(=O)(=O)Nc2cccc(C)c2C)c1 | u
CC(C)CCN1CCCC2(CC(c3cccc(C(F)(F)F)c3)=NO2)C1 (stereo not drawn) | 65%[activator]
Cc1ccc(NC(=O)C2=CCN(Cc3ccccc3F)CC2)cc1 | u
Cc1noc2nc(-c3ccccc3F)cc(C(=O)NCc3ccccc3F)c12 | 5%
CC1=C[C@@H](CNC(=O)c2cccnc2)[C@H](C(C)C)C[C@H]1CC(=O)N1CCN(C)CC1 | 0%[176 µM]
O=C(O)c1ccc(CN2CCOC[C@H]2c2ncc(-c3ccc(C(F)(F)F)cc3)[nH]2)cc1 | 9%[176 µM]
C=CCN1C(=O)S/C(=C\c2cn(CC(=O)OCC)c3ccccc23)C1=O | -4%
COc1cccc(S(=O)(=O)N2CCC3(CC2)CC(OC)CCO3)c1 (stereo not drawn) | 29%
CCCOC(=O)c1c[nH]c2ccccc12 | -31%
O=C(CCCn1c(=O)oc2ccccc21)Nc1cccc(-c2nnc3n2CCCCC3)c1 | -24%
CCc1ccc(NC(=O)N2CCCC(c3noc(COc4ccccc4F)n3)C2)cc1 (stereo not drawn) | u
CC(C)NC(=O)NC(=O)C(C)Nc1ccc(F)cc1 (stereo not drawn) | -11%
COc1cc(CC(=O)N2CCC3(CC2)CC(O)CCO3)cc(OC)c1 (stereo not drawn) | 36%[activator]
COC1C(=O)N(C2CCN(C(=O)NCc3ccc(C)cc3)CC2)C12CCOCC2 (stereo not drawn) | 31%[activator]
Cc1oc(-c2cccs2)nc1CC(=O)Nc1ccc(F)cc1Cl | -11%
COCC(=O)NC[C@@H]1C=C(C)[C@H](CC(=O)NC2CCCC2)C[C@H]1C(C)C | 54%[activator][176 µM]
O=C(c1ccc2c(c1)C1(CCN(CC3CC3)C1)CN2Cc1ccccc1)N1CCOCC1 (stereo not drawn) | 69%[activator][176 µM]
C=CCNC(=O)c1cnn2c1CN(C(C)=O)CC2 | 14%[12.5 µM]
O=C(CCC[C@@H]1[C@H]2CCCN3CCC[C@@H](CN1C(=O)c1ccccc1F)[C@@H]23)N1CCOCC1 | 46%
CN1CCC(NC(=O)C(C)(C)Oc2nn(CCOc3ccccc3)c3ccccc23)CC1 | u
COc1cc2cc(C(=O)NCC(=O)Nc3ccc4c(c3)OCO4)[nH]c2c(OC)c1OC | 15%
O=C(CCc1c[nH]c2ccccc12)Nc1ccccc1Oc1ccccc1 | -25%
CCn1c(C)c(C(C)=O)c2cc(OCC(O)CN3CCCCC3)ccc21 (stereo not drawn) | u
O=C(Nc1ccc(Cl)cc1)c1c2c(nc3ccccc13)CCCC2 | u
CCn1c(-c2ccccc2F)nc2cc(NC(C)=O)cc(C(=O)N3CCNC(=O)C3CC(=O)OC)c21 (stereo not drawn) | u
CC(C)C(=O)NC(C)c1nnc2n1CCN(Cc1cccc3ncccc13)CC2 (stereo not drawn) | -2%
CCCCN(C)C(=O)Cn1c(C2CC(=O)N(c3cccc(C)c3)C2)nc2ccccc21 (stereo not drawn) | -38%
O=C(CCn1cncn1)N1CCC(c2nccn2Cc2cccnc2)CC1 | 3%
O=C(NC[C@H]1OC[C@@H](NCc2cccnc2)[C@@H]1O)C1CC1 | -12%[176 µM]
COc1ccccc1NC(=O)N1CCC2(CC1)SCC(=O)N2Cc1ccco1 | 39%[activator]
CCOc1ccc2nc(NC(=O)c3noc4c3COc3ccccc3-4)sc2c1 | 31%[activator]
CC1=C[C@@H](CC#N)[C@H](C(C)C)C[C@H]1CC(=O)N1CCN(CCO)CC1 | -18%[176 µM]
COc1ncccc1-c1cnc2[nH]cc(CC(N)=O)c2c1 | 9%[176 µM]
Cc1ccccc1-c1nc(C#N)c(NCc2ccccc2Cl)o1 | u
COc1cccc(CN2Cc3nc(-c4ccsc4)ccc3OCC2=O)c1 | -8%[176 µM]
COc1ccc([S+](=O)([O-])c2nnn3c2nc(NC2CCCC2)c2ccccc23)cc1 | 1%[6.33 µM]
Cc1cc(=O)n(CC(=O)Nc2ccc(F)cc2)c(N(C)Cc2ccccc2)n1 | 16%
N#C/C(=C/c1ccc(OC(F)F)cc1)C(=O)Nc1ccccc1Oc1ccccc1 | u
COc1cc(C(=O)N2CCN(c3cc(-c4cccs4)[nH]n3)CC2)cc(OC)c1OC | 28%
CCS[C@H]1CCN2C(=O)c3cc(-c4ccccc4)ccc3NC(=O)[C@H]12 | 8%[176 µM]
Cc1ccc(NC(=O)OC[C@@H]2CSCCS(=O)(=O)N2)cc1 | 16%
Cc1cccc2c1nc1n2[C@@H](CNCc2nc3ccccc3n2C)COC1 | 78%[activator][176 µM]
COc1ccc(-c2cc(C(=O)NCc3cnn(C)c3)c3c(c2)N(C)CCO3)cc1 | -15%[176 µM]
Cc1c(C(=O)N[C@@H]2COCC[C@H]2Oc2ccc(C(N)=O)cc2)cnn1C | 14%
Cn1cnc(S(=O)(=O)N2CCCC(C(=O)N3CCc4ccccc43)CCNC(=O)CC2)c1 (stereo not drawn) | 47%[activator]
Cc1noc(C)c1S(=O)(=O)NCC(=O)N1CCCCCCNC(=O)CC1c1ccccc1 (stereo not drawn) | 40%[activator]
COc1cccc(CNC(=O)[C@@H]2C[C@@H](O)CN2C2CCN(C(=O)CC3CCCC3)CC2)c1 | 32%[activator]
CC(C)c1nc(CCNC(=O)[C@H]2CNC[C@@H](C(=O)N3CCCC3)C2)cs1 | -1%
CCOC(=O)c1cc(NC(=O)OC)cc(C(=O)OCC)c1 | u
O=C(CC1CCNC1)NC1CC1 (stereo not drawn) | 18%
Cc1ccc(Nc2nc(NCCCc3ccccc3)nc3nccnc23)cc1 | 0%
COc1ccc(C(=O)N2CCc3ccc(C(=O)NC(C)C)cc32)cc1 | 34%
CN1CCN(c2ccc(Nc3cc4c(cn3)cc(-c3cccc(F)c3)n4C)cc2)CC1 | -15%
CCCCOCCCNC(=O)CCC(=O)NCCC1=CCCCC1 | -11%

3 entries out of the list above, ordered by their value in ALOX12 inh, high to low.
SMILES | ALOX12 inh
CC(C)c1nc(CCNC(=O)[C@H]2CNC[C@@H](C(=O)N3CCCC3)C2)cs1 | -1%
Cn1c(=O)n(C)c2cc(S(=O)(=O)c3ccc(F)cc3)c(NC(=O)Cc3ccccc3Cl)cc21 | -15%
O=C(CC12CC3CC(CC(C3)C1)C2)NCC(=O)OCC(=O)N1CC(=O)Nc2ccccc21 | -48%

Additional records:
SMILES | ALOX12 inh
COc1cccc(CN2Cc3cc(NC(=O)c4ccc(F)cc4F)ccc3OC(C)C2=O)c1OC (stereo not drawn) | 18%
COc1ccc(-c2noc([C@@H]3CCCN3C(=O)COc3cccc(C)c3)n2)cc1OC | u
Cc1csc(S(=O)(=O)N2CC[C@@H]3[C@@H](CCC(=O)N3CCN)C2)c1 | 73%[activator]
Fc1ccc(CNc2ccc(F)c(Cl)c2)cc1F | u
Cc1cccc(C(=O)NC(C)C(=O)OC(C)C(N)=O)c1 (stereo not drawn) | u
Cc1cc(NCCNc2ccc(C#N)cn2)nc(C)n1 | -5%
O=C(NCC1CCCCC1)C1CCc2nc(N3CCN(C(=O)C4CCC4)CC3)sc2C1 (stereo not drawn) | 17%
C/C(=N/Nc1cccc(Cl)c1)c1ccccc1Br | -65%
COCCNc1ccc(-c2noc([C@@H]3CCCN3C3CCC3)n2)cn1 | 49%[activator][176 µM]
